Screening data as filed in PubChem.
HEK293 tox: qHTS of GLP-1 Receptor Inverse Agonists: Cytotox Screen; HEK293 cAMP-luciferase reporter cells, luminescence, 24 h; Potency, µM (top dose mostly 38.3 µM), without a hit: top-dose activity change, negative = inhibition, actives largely listed as inhibitors; 0.13% of 410,000 active;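 note: loss of luciferase light is scored as toxicity; potency is the fitted concentration of half-maximal effect; % is set by controls: 0 for no effect and ±100 for the full control effect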
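Luminescence readout: signal drop marks cytotoxicity. Plated cells grew 12 h at 37 °C, 5% CO2, received 23 nL compound for 24 h, then got luciferase reagent, read after 12 min at RT.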
GLP1R inv ag: qHTS of GLP-1 Receptor Inverse Agonists (Inhibition Mode); Glucagon-like peptide 1 receptor (Homo sapiens), P43220; HEK293 GLP-1R CRE-luciferase, luminescence, 24 h; GLP-1R form is constitutively active; Potency, µM (titrated, usually from 38.3 µM), for inactives: top-dose activity change, negative = inhibition, most hits filed as inhibitors; 1.6% of 410,000 active; note: potency is the fitted concentration of half-maximal effect; % is set by controls: 0 for no effect and ±100 for the full control effect; nearly all actives have a fitted effect of over 55% in size
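Using stably transfected HEK293 (constitutively active GLP-1R, cAMP-luciferase reporter), compounds were incubated 24 hr and luciferase measured by luminescence.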
GLP-1R agonist: qHTS of GLP-1 Receptor Agonists | Glucagon-like peptide 1 receptor (Homo sapiens), P43220 | Potency, µM (top dose mostly 45.6 µM), for inactives: top-dose activation, most hits filed as activators | 0.007% of 380,000 active | HEK293 GLP-1R CRE-luciferase, luminescence, 4-6 h; cells express a hypersensitive GLP-1R form; note: potency is the fitted concentration of half-maximal effect; % of control where 0% means no effect
EPAC1 antagonist: qHTS for Antagonist of cAMP-regulated guanine nucleotide exchange factor 3 (EPAC1): primary screen; Rap guanine nucleotide exchange factor 3 (Homo sapiens), O95398; EPAC1 GEF assay, Rap1b-BODIPY-GDP exchange fluorescence; Potency, µM (top dose mostly 115 µM), without a hit: at the highest dose activity change, negative = inhibition, usual class: inhibitors; 0.14% of 360,000 active;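 note: potency is the fitted concentration of half-maximal effect; plate controls were vehicle for no effect and positive control for full effect; nearly all actives have a fitted effect of over 50% in size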
PLK1 PBD inh: qHTS for Inhibitors of PLK1-PDB (polo-like kinase 1 - polo-box domain): Primary Screen; Serine/threonine-protein kinase PLK1 (Homo sapiens), P53350; Plk1 PBD binding of FITC phosphopeptide, fluorescence polarization; Potency, µM, for inactives: max response, negative = inhibition, usual class: inhibitors; 2.8% of 360,000 active; AID 720504, 2013; note: potency is the fitted concentration of half-maximal effect; series mostly up to about 57 µM; % is set by controls: 0 for no effect and ±100 for the full control effect; nearly all actives have a fitted effect of over 65% in size
Target sequence (P53350 whole entry, looked up, the tested form may be a part): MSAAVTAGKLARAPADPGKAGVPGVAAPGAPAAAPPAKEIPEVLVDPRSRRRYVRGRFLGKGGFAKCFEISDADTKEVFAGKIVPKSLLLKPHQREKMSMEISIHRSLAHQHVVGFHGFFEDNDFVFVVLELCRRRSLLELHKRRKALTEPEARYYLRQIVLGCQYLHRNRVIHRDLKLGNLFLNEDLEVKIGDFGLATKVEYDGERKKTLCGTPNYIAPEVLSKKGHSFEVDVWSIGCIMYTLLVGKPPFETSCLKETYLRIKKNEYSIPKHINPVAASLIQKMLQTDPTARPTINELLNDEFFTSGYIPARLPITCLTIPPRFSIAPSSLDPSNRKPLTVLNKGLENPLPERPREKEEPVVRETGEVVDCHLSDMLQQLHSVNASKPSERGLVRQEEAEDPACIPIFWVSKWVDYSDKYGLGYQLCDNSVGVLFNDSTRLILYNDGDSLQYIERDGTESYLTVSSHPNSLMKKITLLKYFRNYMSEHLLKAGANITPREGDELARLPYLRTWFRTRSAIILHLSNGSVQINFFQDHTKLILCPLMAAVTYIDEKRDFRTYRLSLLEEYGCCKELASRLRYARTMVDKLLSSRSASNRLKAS
IL2 activator: qHTS of IL-2 Activators; AID 652025, 2013; activation, % (series mostly up to about 46 µM); IL-2 activation reporter assay, cell-based qHTS; stimulated with anti-CD3/CD4/CD28 beads; in transgenic mouse T cells; 0.065% of 360,000 active; in the data active = activation above about 50%; inconclusive = mostly about 30% to 49%; note: 0% is about no effect
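Unstimulated transgenic mouse T cells; 60-min compound exposure; bead-based TCR/CD4/CD28 stimulation; 18 h culture, 37 degrees C; dual fluorescence (EGFP, DsRed) plate cytometry.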
EPAC1 ag: qHTS for Agonist of cAMP-regulated guanine nucleotide exchange factor 3 (EPAC1): primary screen. EPAC1 agonist qHTS, biochemical assay; response scale: 100% = response to 6.5 mM cAMP. 0.073% of 360,000 active. Rap guanine nucleotide exchange factor 3 (Homo sapiens), O95398. Potency, µM (titrated, usually from 154 µM), without a hit: top-dose activation, usual class: activators. AID 720707, 2013; note: potency is the fitted concentration of half-maximal effect; nearly all actives have a fitted effect of over 60% in size
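Nucleotide exchange assay: 100 nM EPAC1 with 250 nM Rap1B loaded with BODIPY-GDP and 50 uM GDP, room temperature. Fluorescence (480/540 nm) read every 5 min for 30 min; signal change normalized to 6.5 mM cAMP as full agonist.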
PI5P4K alpha inh: qHTS for Inhibitors of phosphatidylinositol 5-phosphate 4-kinase (PI5P4K) | Phosphatidylinositol 5-phosphate 4-kinase type-2 alpha (Homo sapiens), P48426 | PI5P4Kalpha enzyme, ADP-Glo luminescence, 60 min; hits give low values | max response, % | 1.2% of 330,000 active | AID 652105, 2013; active = max response of -50% or lower; inconclusive = between -30% and -50%; inactive = -30% or higher; note: value at the top dose of about 77 µM; % is set by controls: 0 for no effect and ±100 for the full control effect
Target sequence (P48426 whole entry, looked up): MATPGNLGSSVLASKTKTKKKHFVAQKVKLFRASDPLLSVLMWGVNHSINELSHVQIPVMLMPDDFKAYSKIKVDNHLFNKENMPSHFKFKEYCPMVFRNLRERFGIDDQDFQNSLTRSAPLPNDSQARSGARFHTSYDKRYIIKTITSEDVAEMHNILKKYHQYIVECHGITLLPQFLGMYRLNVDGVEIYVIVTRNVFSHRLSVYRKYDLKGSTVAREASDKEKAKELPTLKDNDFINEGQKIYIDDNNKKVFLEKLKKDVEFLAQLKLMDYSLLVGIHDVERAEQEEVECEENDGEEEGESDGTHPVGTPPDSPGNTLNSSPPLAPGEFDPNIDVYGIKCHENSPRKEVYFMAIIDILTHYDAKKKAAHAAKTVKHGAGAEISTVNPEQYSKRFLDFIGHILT
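Human PI5P4Kalpha with substrate in 0.038 M HEPES pH 7.4, 0.28 mM EGTA, 0.1% CHAPS, 5% DMSO; reaction started with 5 microM ATP (final), 60 min at room temperature. ADP formed read by ADP-Glo luminescence.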
PTHR1 agonist: qHTS for PTHR1 Agonists: Primary Screen | Parathyroid hormone/parathyroid hormone-related peptide receptor (Homo sapiens), Q03431 | Potency, µM (doses to about 115 µM), without a hit: at the top dose activation, usual class: activators | HEK293 GP2 PTHR1 cells, GloSensor cAMP luminescence, 1 h | 0.075% of 410,000 active; note: potency is the fitted concentration of half-maximal effect; nearly all actives have a fitted effect of over 55% in size; some results filed as inactive show a strong effect at the top dose; inactives centre near -15; many of its hits are not listed in these tables
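HEK-293-derived GP2 cells expressing PTHR1 and a GloSensor cAMP reporter, 3,000/well, plated overnight, given luciferin plus IBMX (each 0.5 mM as added) for 1 h at 37 °C, then compound for 1 h at 37 °C. Luminescence was read after 15 min at room temperature.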
Numbers without * were called inactive; i = inactive; ? = inconclusive; · = not tested or not shown; [ ] = dose if it differs, or a comment. Unless noted, calls come from the whole dose curve; as a rule, active = well fitted curve in the direction sought with a large enough effect; inconclusive = small, poorly fitted or top-dose-only effect, or another doubt; inactive = no such curve, though single readings can be large; an effect the other way counts as inactive or inconclusive. The list is partial; count on the stated rates, not on these rows.

SMILES	HEK293 tox	GLP1R inv ag	GLP-1R agonist	EPAC1 antagonist	PLK1 PBD inh	IL2 activator	EPAC1 ag	PI5P4K alpha inh	PTHR1 agonist
O=C(O)/C(=C\c1ccc(Br)cc1)c1ccc(S(=O)(=O)N2CCCCC2)s1	1%	15%	-1%	-11%	?	0.2	-6%	-2	-1%
COc1ccc(C(=S)N2CCN(c3ccccc3C)CC2)cc1OC	0%	?	6%	-3%	24µM*	-0.4	12%	-10	-4%
Cc1ccc(S(=O)(=O)CC(=O)c2ccccc2[N+](=O)[O-])cc1	2%	15%	-3%	-3%	-4%	0.0	-4%	-7	i
O=c1[nH]c(CN2CCN(c3ccccn3)CC2)nc2c(Br)cc(Br)cc12	-7%	-19%	-1%	-18%	-17%	1.9	4%	7	-42%
O=C(CCN1CCOCC1)c1ccc2c(c1)OCCO2	?	?	-33%	-1%	?	-0.9	-8%	2	i
O=C(c1cc(Cl)cc(Cl)c1)N1CCC(=O)N([C@H](COCc2ccccc2)Cc2ccccc2)CC1	-12%	?	-1%	-12%	4%	-0.4	0%	10	-1%
O=c1[nH]c2ccc([N+](=O)[O-])cc2nc1/C=C(\O)c1ccccc1	3%	4%	3%	1%	-2%	0.6	3%	-11	i
Cc1ccc(S(=O)(=O)NC(=NC2CCCCC2)c2ccc(F)cc2)cc1	15%	-1%	10%	0%	-16%	-1.4	-10%	-3	-20%
Cc1cc(C)nc(N2N=C(C(C)(C)C)CC2=O)n1	10%	0%	-12%	7%	-4%	-2.8	-1%	·	-2%[57.5 µM]
O=C(O)c1cccc(-n2cccc2/C=C2/NC(=O)N(Cc3ccccc3F)C2=O)c1	3%	-2%	3%	6%	-23%	0.0	-1%	-6	i
O=C(O)CNC(=S)N(Cc1ccccc1F)C1CCCCC1	9%	3%	-2%	9%	3%	-3.2	0%	0	i
Cc1nn(S(=O)(=O)N2CCCCC2)c(C)c1Br	-5%	-4%	-11%	6%	-9%	-2.2	10%	·	i
O=C(Cn1cnc2c(nnn2Cc2ccccc2)c1=O)Nc1ccc2c(c1)OCCO2	-8%	9%	2%	2%	3%	-0.1	-5%	-3	i
O=C(NCCCn1ccnc1)c1ccc(C(F)(F)F)cc1	-4%	15%	-2%	2%	0%	-0.2	5%	7	-5%
CCOc1ccc(N(CC(=O)NC(C)(C)C)C(=O)CCC(=O)Nc2nccs2)cc1	-2%	?	1%	-11%	5%	-1.1	-7%	7	i
O=C(COc1ccc(S(=O)(=O)NC2CCCCC2)cc1Cl)NCc1cccnc1	23%	-3%	3%	-2%	?	0.2	-4%	0	i
CSc1ncccc1C(=O)OCC(=O)c1cc(C)n(CC2CCCO2)c1C (stereo not drawn)	-24%	?	8%	-8%	-2%	-2.4	11%	0	-32%[inhibitor]
CCOC(=O)CNC(=O)c1cc(-c2ccc3c(c2)OCCO3)oc1C	-5%	8%	7%	-9%	-5%	6.0	1%	10	-11%[57.5 µM]
COc1ccc(C2N(c3ccc(F)cc3)C(=O)C3CCCN32)cc1 (stereo not drawn)	2%	13%	4%	2%	-6%	-2.3	4%	0	-20%
O=C(O)CSc1nnc(CNc2ccc(F)cc2)n1-c1ccccc1	-3%	1%	-2%	2%	-4%	-0.2	-3%	-16	i
O=C(NCCNc1ccc([N+](=O)[O-])cc1)c1cccc2c(Br)cccc12	-6%	-21%	-7%	-4%	-8%	-1.3	-4%	11	-16%
CCN1CCN(c2ccc(NC(=O)Cc3ccccc3)cc2)CC1	5%	?	-6%	6%	1%	-2.5	-6%	0	i
O=C(c1ccc(S(=O)(=O)N2CCCC2)cc1)N(c1ccccc1)C1C=CS(=O)(=O)C1 (stereo not drawn)	-8%	18%	-9%	3%	0%	-1.5	6%	-4	i
CCOc1ccc(NC(=O)CN(C)C(=O)c2ccc(OCC3CCCO3)cc2)cc1OCC (stereo not drawn)	-2%	4%	-1%	6%	-1%	-0.5	-16%	5	-22%
CCc1c(C(=O)NCCc2ccc(OC)c(OC)c2)[nH]c(C)c1C(C)=O	-20%	1%	7%	-4%	-4%	-2.3	3%	·	10%[57.5 µM]
Cn1nnc(NC(=S)NC(=O)c2cccc3ccccc23)n1	0%	2%	-1%	-12%	-23%	-2.6	-4%	-6	i
O=c1cc(-c2ccc(Cl)cc2)[nH]c2ccccc12	-14%	10%	-3%	2%	-8%	3.9	9%	6	?
Cc1cc(C)nc(NC(=O)c2cccc([N+](=O)[O-])c2C)n1	-8%	3%	-1%	17%	-2%	-0.5	1%	-10	-10%
Cc1noc(C)c1C(=O)NCCc1ccc(S(N)(=O)=O)cc1	-3%	14%	-3%	-21%	-17%	-1.6	-2%	0	i
CC1(C)Cc2c(C#N)c(NCCO)nc(-c3ccco3)c2CO1	38%[activator]	92%[activator]	20%	-17%	1%	-0.3	-4%	-11	i
O=c1[nH]cnc2c1N1CCC2CC1	-2%	2%	-1%	15%	2%	1.1	-9%	1	-30%[inhibitor]
CCN(C(=O)COc1ccc(C(=O)c2ccccc2)cc1)c1ccccc1	-15%	?	15%	-9%	-7%	-0.5	13%	-7	-39%[inhibitor]
CCC(C)Sc1ccc([C@@H]2[C@H]3C(=O)N(C)C(=O)[C@H]3[C@]3(C(=O)OC)CCCN23)cc1 (stereo partly drawn)	?	16%	10%	-1%	-15%	-0.4	8%	2	i
Cc1cccc(C)c1NC(=S)N(c1ccccc1)C(C)C	1%	5%	-7%	0%	30µM*	-0.8	11%	0	-18%
N#C[C@H]1C2OC2c2ccccc2N1C(=O)c1ccccc1 (stereo partly drawn)	1%	-20%	1%	5%	-9%	-0.1	1%	2	-31%
O=C(O)C(c1ccccc1)N1CCCCC1 (stereo not drawn)	-7%	1%	11%	17%	6%	-3.0	-3%	-8	i
O=C(Cn1c(=O)n(-c2ccc(Cl)cc2)c(=O)c2c3c(sc21)CCCCC3)Nc1cccc(Cl)c1	-5%	-15%	-1%	·	·	·	·	·	i
Cc1ccc(C(=O)Nn2cnnc2)cc1[N+](=O)[O-]	6%	5%	-5%	8%	-2%	0.1	-2%	·	-5%[57.5 µM]
COc1cccc(-c2noc(CCC(=O)NCC3CCCO3)n2)c1 (stereo not drawn)	12%	13%	-2%	?	-6%	-0.1	2%	8	-37%
COc1ccc(C(O)(CC(C)C)C(CN2CCOCC2)c2ccccc2)cc1 (stereo not drawn)	0%	-31%	16%	-11%	-9%	-0.5	9%	3	-23%
Cc1oc2cc(O)ccc2c(=O)c1Oc1ccccc1	0%	-13%	2%	12%	3µM*	-3.5	-4%	?	-7%
CCc1cc(C(=O)OC)c(NC(=O)CCC(=O)O)s1	-11%	2%	0%	8%	30µM*	-0.3	-4%	-5	i
CCOC(=O)N1CCN(C(=O)/C=C/c2ccc(OC)cc2)CC1	3%	19%	1%	-12%	2%	-2.6	-3%	0	-14%
Cn1ccnc1SCC(=O)Nc1cccc(S(=O)(=O)N2CCCCCC2)c1	10%	-2%	6%	-10%	-9%	-0.5	4%	-10	-17%
CCCNC(=O)N1CCC(C(=O)c2ccc(F)cc2)CC1	-4%	7%	6%	12%	1%	-2.1	-6%	2	-28%
O=S(=O)(c1cccc(NC(=S)N2CCN(c3ccccc3F)CC2)c1)C(F)F	-10%	?	-2%	-23%	-10%	-3.3	-5%	-7	-52%[inhibitor]
Cc1nc(Nc2ncc3c(n2)CC(C)(C)CC3=O)nc2ccccc12	0%	1%	0%	20%	-12%	-1.0	10%	-4	-3%
Cc1ccc(-c2csc(NC(=O)c3ccccc3F)c2C(=O)O)cc1	-13%	?	-9%	-4%	?	1.6	-20%	?	-35%[inhibitor]
CN(c1ccc(C(=O)N2CCN(c3ccccc3F)CC2)cc1)S(=O)(=O)c1ccccc1	-6%	?	8%	-17%	4%	-0.3	5%	2	-12%
CCNC(=S)N1CCN(S(=O)(=O)c2ccc(C)c(C)c2)CC1	5%	?	-6%	-25%	-6%	-1.4	2%	-1	i
CC1CCN(CCc2nc3cc(NC(=O)Nc4ccccc4)ccc3n2C)CC1	-8%	0%	3%	5%	0%	0.2	4%	1	i
Cc1nc(C(=O)N(C)C)nn1-c1cc(Cl)cc(Cl)c1	-7%	6%	4%	-13%	-4%	0.9	4%	1	i
COc1ccc(N2CCN(C(CNC(=O)c3cccc(Cl)c3)c3cccnc3)CC2)cc1 (stereo not drawn)	-2%	4%	5%	-12%	2%	0.2	3%	-7	-57%[57.5 µM]
Cc1cccc(NC(=O)COC(=O)c2ccccc2-c2nc3ccccc3s2)c1C	2%	?	6%	-5%	-8%	-0.7	11%	1	i
O=C(CN1CCN(CC(=O)Nc2ccccc2Cc2ccccc2)CC1)Nc1ccccc1Cl	2%	-3%	6%	-2%	-1%	-0.8	8%	1	-16%

A second format for some results above.
COc1ccc(N2CCN(C(CNC(=O)c3cccc(Cl)c3)c3cccnc3)CC2)cc1 (stereo not drawn)
  HEK293 tox: -2%; GLP1R inv ag: 4%; GLP-1R agonist: 5%; EPAC1 antagonist: -12%; PLK1 PBD inh: 2%; IL2 activator: 0.2; EPAC1 ag: 3%; PI5P4K alpha inh: -7; PTHR1 agonist: -57%[57.5 µM]

Cc1cccc(NC(=O)COC(=O)c2ccccc2-c2nc3ccccc3s2)c1C
  HEK293 tox: 2%; GLP1R inv ag: ?; GLP-1R agonist: 6%; EPAC1 antagonist: -5%; PLK1 PBD inh: -8%; IL2 activator: -0.7; EPAC1 ag: 11%; PI5P4K alpha inh: 1; PTHR1 agonist: i
